# Pol kappa inh = inhibitors of human DNA polymerase kappa | Q9UBT6 | purified Pol kappa, fluorescent DNA synthesis assay, 10 min | Potency, µM (top dose mostly 107 µM), without a hit: at the top dose activity, negative = inhibition, actives largely listed as inhibitors | hit rate 0.53% among 400,000 | AID 588579; further: potency means the concentration at half of the fitted maximal effect; on the % scale 0 is the no-effect control and ±100 the full control effect
# Target sequence (Q9UBT6 whole entry, looked up): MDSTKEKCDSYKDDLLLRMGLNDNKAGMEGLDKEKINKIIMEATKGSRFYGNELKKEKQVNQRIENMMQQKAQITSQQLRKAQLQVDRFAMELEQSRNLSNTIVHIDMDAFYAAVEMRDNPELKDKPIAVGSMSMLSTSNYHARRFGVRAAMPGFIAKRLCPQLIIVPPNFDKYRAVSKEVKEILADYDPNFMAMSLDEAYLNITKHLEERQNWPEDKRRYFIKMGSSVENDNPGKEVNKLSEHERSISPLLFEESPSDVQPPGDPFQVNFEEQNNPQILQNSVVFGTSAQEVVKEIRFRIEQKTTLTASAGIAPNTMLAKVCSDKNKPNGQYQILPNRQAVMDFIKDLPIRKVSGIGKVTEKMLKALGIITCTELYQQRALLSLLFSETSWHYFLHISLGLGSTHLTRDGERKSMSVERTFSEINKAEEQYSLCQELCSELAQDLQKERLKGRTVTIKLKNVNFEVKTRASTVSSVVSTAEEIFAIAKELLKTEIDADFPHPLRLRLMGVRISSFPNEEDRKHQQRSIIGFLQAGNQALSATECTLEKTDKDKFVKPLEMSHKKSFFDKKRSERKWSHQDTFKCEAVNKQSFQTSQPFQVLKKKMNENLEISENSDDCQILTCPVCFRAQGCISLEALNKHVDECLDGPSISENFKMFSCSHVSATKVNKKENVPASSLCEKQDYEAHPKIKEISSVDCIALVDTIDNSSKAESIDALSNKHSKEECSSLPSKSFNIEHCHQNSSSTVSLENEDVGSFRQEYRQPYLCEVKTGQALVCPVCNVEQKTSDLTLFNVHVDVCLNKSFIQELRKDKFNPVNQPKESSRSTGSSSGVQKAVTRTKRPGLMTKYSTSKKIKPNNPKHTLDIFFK
#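 Kinetic fluorescence readout at 0 and 10 min followed reaction start with substrate at 50 nM final. Beforehand, enzyme (10 nM Pol kappa) stood 15 min with compound at room temperature; buffer-only wells were negative controls.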
# Pol eta inh = blocks human DNA polymerase eta activity | recombinant Pol eta, fluorescent DNA replication assay | hit rate 1.2% among 390,000 | Q9Y253 | Potency, µM (top dose mostly 114 µM), for inactives: at the top dose activity change, negative = inhibition, most hits filed as inhibitors; further: potency means the concentration at half of the fitted maximal effect; on the % scale 0 is the no-effect control and ±100 the full control effect
#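 Pol eta (10 nM) was preincubated with compounds for 15 min at room temperature, after which fluorescent replication substrate (50 nM final) was added to start the reaction. Fluorescence was read kinetically at 0 and 10 min.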
# Pol iota inh = DNA polymerase iota (human) inhibition; Q9UNA4; Pol iota fluorescent replication assay, 10 min; Potency, µM (series often up to 115 µM), inactives show at the top dose activity, negative = inhibition, hits mostly inhibitors; hit rate 1% among 390,000; further: potency means the concentration at half of the fitted maximal effect
#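 Pol iota at 10 nM preincubated 15 min with compounds at room temperature; reaction started with fluorescent substrate, 50 nM final. Fluorescence read kinetically at 0 and 10 min; buffer-only wells as negative control.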
# PGK inhibitor = inhibitors of T. brucei phosphoglycerate kinase | hit rate 0.043% among 380,000 | Potency, µM (series often up to 57.5 µM), for the others: at the top dose activity change, negative = inhibition, most hits filed as inhibitors | PGK/GAPDH coupled, Kinase-Glo luminescence, 60 min | P07378 | AID 602233; further: potency means the concentration at half of the fitted maximal effect; on the % scale 0 is the no-effect control and ±100 the full control effect; nearly all actives have a fitted effect of over 60% in size
#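 Recombinant glycosomal PGK reaction used 1,3-bisphosphoglycerate generated in-well by GAPDH (100nM final) in 100mM TEA pH 7.6, 5mM MgCl2, 0.01% Tween-20. After 60 minutes at room temperature, ATP was read by Kinase-Glo Plus luminescence end-point.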
# Pol beta inh = DNA polymerase beta (human) inhibition; P06746; Pol beta primer extension/strand displacement, fluorescence kinetic; Potency, µM (series often up to 114 µM), for the others: top-dose activity change, negative = inhibition, hits mostly inhibitors; hit rate 1.3% among 340,000; AID 485314; further: potency means the concentration at half of the fitted maximal effect; on the % scale 0 is the no-effect control and ±100 the full control effect
#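 10 nM enzyme + cpd, 15 min RT; start with substrate 50 nM final; read 0 min and after 10 min RT. Corrected, normalized data; 4-parameter Hill curve fit.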
# APE1 inh = inhibitors of human APE1 endonuclease | P27695 | Potency, µM (doses to about 65.8 µM), for inactives: at the highest dose activity change, negative = inhibition, usual class: inhibitors | hit rate 0.35% among 350,000 | AID 2517 | recombinant APE1, TAMRA/BHQ-2 abasic DNA cleavage fluorescence;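 further: potency means the concentration at half of the fitted maximal effect; plate controls were vehicle for no effect and reference inhibitor for full effect; nearly all actives have a fitted effect of over 55% in size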
#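 Kinetic fluorescence read (525 ex/598 em nm, three reads 60 s apart) of AP-site incision; signal = third minus first read. Enzyme 0.75 nM, dual-labelled THF duplex 50 nM, compound preincubation 15 min RT.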
# BLM helicase inh = Bloom syndrome helicase (human) inhibition; AID 2528; recombinant BLM DNA unwinding, fluorescence dequenching; P54132; hit rate 0.2% among 350,000; Potency, µM (series often up to 56.1 µM), inactives show at the top dose activity change, negative = inhibition, most hits filed as inhibitors;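 further: potency means the concentration at half of the fitted maximal effect; plate controls were vehicle for no effect and no enzyme for full effect; nearly all actives have a fitted effect of over 35% in size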
# Apoferritin bind = binds horse apoferritin like a general anesthetic; P02791; apoferritin/1-aminoanthracene competitive binding, fluorescence; Potency, µM (doses to about 77.5 µM), inactives show at the top dose activity change, negative = displacement, most hits filed as inhibitors; hit rate 0.074% among 350,000; AID 485281; further: potency means the concentration at half of the fitted maximal effect; on the % scale 0 is the no-effect control and ±100 the full control effect; nearly all actives have a fitted effect of over 20% in size
# Target sequence (P02791 2-175 limits assumed): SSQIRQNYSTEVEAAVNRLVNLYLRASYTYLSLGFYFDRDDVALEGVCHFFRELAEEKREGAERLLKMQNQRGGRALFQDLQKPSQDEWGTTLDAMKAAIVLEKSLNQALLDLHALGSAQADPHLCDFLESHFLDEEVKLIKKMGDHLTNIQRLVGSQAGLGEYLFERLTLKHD
#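 Apoferritin-based anesthetic binding model; compound displacement of fluorescent 1-AMA measured as endpoint fluorescence after 10 minutes at room temperature, scaled to free-ligand and complex controls.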
# RXFP1 antagonist = antagonists of human relaxin receptor RXFP1. Q9HBX9. HEK293-RXFP1, relaxin-stimulated cAMP HTRF, 30 min; active compounds read low. activity change, negative = inhibition, % at 57.5 µM. hit rate 0.59% among 350,000. AID 1259400;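 active means activity change of -60% or lower, but not beyond a set lower limit; inconclusive means change between -60% and -40%, or beyond the set limit; inactive means change above -40%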; further: on the % scale 0 is the no-effect control and ±100 the full control effect
# * = called active by the depositor; i = inactive; ? = inconclusive; · = no result given; & = joins results of further samples; [ ] = dose if it differs, or a comment. Unless noted, the call rests on the fitted dose curve; in most records, active means well fitted curve in the direction sought with a large enough effect; inconclusive means small, poorly fitted or top-dose-only effect, or another doubt; inactive means no such curve, though single readings can be large; an effect the other way counts as inactive or inconclusive. These rows are one share of the data. The share of hits here may be higher or lower than overall.
SMILES,Pol kappa inh,Pol eta inh,Pol iota inh,PGK inhibitor,Pol beta inh,APE1 inh,BLM helicase inh,Apoferritin bind,RXFP1 antagonist
Cc1cccc(C(=O)NCCCNC(=O)c2ccc(C)nc2)c1,5%,-6%,32%[activator],i,12%,40%,0%,-16%,0
CC(C)=C1SC(N2CCCCC2)=NC1=O,-8%,-8%,2%,4%,?,2%,-2%,-11%,2
C#CCOCCOCCOCCNc1nc(N2CCN(C(=O)[C@H](CCC(=O)O)n3cc([C@@H](N)CCCCN)nn3)CC2)nc(N2CCN(C(=O)[C@H](CCC(=O)O)n3cc([C@@H](N)CCCCN)nn3)CC2)n1,-20%,-7%,-29%,i,·,-6%,·,·,·
Cc1ccc(C)c(Cn2nnc(C(=O)NCc3ccccc3)c2N)c1,-7%,2%,?,-4%,3%,·,-6%,-22%,-5
Fc1ccc(-c2nnc(-c3ccc4ccccc4c3)o2)cc1,-11%,-7%,49%[activator],1%,·,·,·,·,-5
O=C(NCc1cccnc1)c1nn(-c2ccc(F)cc2)nc1CO,-15%,-10%,20%,-7%,-4%,·,3%,9%,-16
Cc1ccc2sc(=O)[nH]c2c1,5%,21%,25%,-7%,0%,12%,-8%,-9%,4
CC(OC(=O)CSCC(=O)Nc1ccc(Cl)cc1)C(=O)N(C)Cc1ccccc1 (stereo not given),-4%,-14%,-1%,0%,·,·,·,·,-19
O=c1c2ccccc2[nH]c(=S)n1-c1cccc(S(=O)(=O)N2CCCC2)c1,-7%,2%,46%[activator],-6%,7%[57.1 µM],?,1%,-13%,?
COc1ccc(N(C(=O)c2cccnc2)S(=O)(=O)c2ccc3c4c(cccc24)C(=O)N3C)cc1,-2%,-24%,15%,-4%,15%,4%,2%,-3%,0
CN1CCC(=NNC(=O)c2ccco2)CC1,6%,-8%,-9%,i,72%,20%,-6%,-11%,-9
CCCOC(=O)c1cccc(Nc2nc(-c3cccnc3)nc3ccccc23)c1,-4%,-14%,13%,11%,-16%,4%,6%,-14%,-37
Cc1cccc(NC(=O)COC(=O)C2C3CC4OC(=O)C2C4C3)c1C (stereo not given),-11%,3%,19%,2%,25%,-6%,2%,-1%,-18
COc1ccc(OC)c2sc(NC(=O)c3ccc(S(=O)(=O)N4CCCC4)cc3)nc12,-3%[60.1 µM],-13%,16%,i,3%,·,-1%,?,·
CCOc1ccc2nc(SC(CC)C(=O)Nc3cc(C)on3)sc2c1 (stereo not given),-14%,2%,3%,2%,0%,?,0%,-8%,-7
O=C(Nc1ccccc1C(=O)N1CCOCC1)c1ccco1,-10%,?,-7%,-8%,2%,-2%,-1%,-11%,-3
COc1ccc(CN(CC2CCCO2)S(=O)(=O)c2ccc(C(=O)O)cc2)cc1OC (stereo not given),0%,-12%,-14%,-6%,-2%,15%,1%,-6%,-7
Cn1c(=O)c2c(-c3ccccc3)n(Cc3cccnc3)cc2n(C)c1=O,-8%,-4%,9%,-7%,58%,15%,-6%,-10%,-5
Cn1c(Cc2cccs2)n[nH]c1=S,-11%,-7%,16%,3%,-1%,2%,-3%,-8%,-8
O=C(O)c1ccc2c3c1cccc3c(=O)n1c3ccccc3nc21,2%[60.1 µM],·,·,·,·,-1%&-10%,2%&1%,219%[activator],·
CCN(CC)CCN(Cc1cc2cccc(C)c2[nH]c1=O)C(=S)Nc1ccccc1,-16%,-5%,38%[activator],i,-16%,7%,15%,-13%,1
O=C(O)c1ccc(N2C(=O)Nc3ccccc3N2O)cc1,1%,-4%,18%,i,-4%,-12%,1%,-5%,3
CS(=O)(=O)Nc1cccc(-c2cnc3ccccc3n2)c1,-1%,-7%,-2%,-5%,45%,1%,-1%,-1%,26
COC(=O)CSc1ncc(S(=O)(=O)c2ccccc2)c(=O)[nH]1,-1%,1%,16%,i,0%,57%[activator],1%,18%,20
CC(C)Oc1ccc(CNC(=O)c2ccc(CS(=O)c3cccc(Cl)c3)o2)cc1 (stereo not given),-9%,-15%,23%,4%,19%,·,2%,-9%,8
O=C(CSc1n[nH]c(-c2ccccc2)n1)N1CCCC1,0%,3%,-22%,2%,24%,38%,0%,-5%,0
O=C(Nc1ccc2c(c1)CCC2)c1ccc(Cl)nc1,-13%,5%,-7%,0%,-19%,-7%,-1%,-11%,0
O=C(O)c1ccc(N=C2c3ccccc3-c3ccccc32)cc1,-15%,-11%,19%,0%,·,·,·,·,8
O=c1[nH]cc(S(=O)(=O)N2CCCc3ccccc32)c(=O)[nH]1,-7%,-15%,51%[activator],0%,·,-5%,·,·,-4
CC(OC(=O)c1cc(=O)[nH]c2ccccc12)C(=O)NCc1ccccc1 (stereo not given),2%,-17%,75%[activator],-1%,·,44%,·,·,8
Cc1onc(-c2c(Cl)cccc2Cl)c1C(N)=O,-8%,-17%,6%,·,12%,21%,-1%,0%,5
O=C(CCC1CCCC1)Nc1ccc(C(=O)NCc2cccnc2)cc1,-8%[60.1 µM],-5%,-21%,-4%,30%,17%,1%,?,-4
Cc1ccc(C(=O)Cn2cnc3ccccc3c2=O)cc1C,-2%,2%,-3%,-5%,21%,6%,2%,?,10
Cc1ccc(C(C)C)c(OCC(=O)Nc2ccc(C(=O)OC3CCCCC3)cc2)c1,3%,·,22%,·,11%,·,-9%,-16%,-9
COc1ccc(NC(=O)CS(=O)(=O)Cc2ccccc2)c([N+](=O)[O-])c1,-12%,12%,2%,-10%,12%,7%,-3%,-6%,-12
Cc1ccc(NC(=O)NNC(=O)COc2ccc3ccccc3c2)cc1,-19%,-1%,?,2%,79µM*,8%,-16%,-4%,-19

# Continued, starting with the last three of the part before.
SMILES,Pol kappa inh,Pol eta inh,Pol iota inh,PGK inhibitor,Pol beta inh,APE1 inh,BLM helicase inh,Apoferritin bind,RXFP1 antagonist
Cc1ccc(C(C)C)c(OCC(=O)Nc2ccc(C(=O)OC3CCCCC3)cc2)c1,3%,·,22%,·,11%,·,-9%,-16%,-9
COc1ccc(NC(=O)CS(=O)(=O)Cc2ccccc2)c([N+](=O)[O-])c1,-12%,12%,2%,-10%,12%,7%,-3%,-6%,-12
Cc1ccc(NC(=O)NNC(=O)COc2ccc3ccccc3c2)cc1,-19%,-1%,?,2%,79µM*,8%,-16%,-4%,-19
O=C(NCCC1=CCCCC1)NC12CC3CC(CC(C3)C1)C2,-9%,7%,30%,i,3%,9%,-8%,?,-11
O=C(CCN1CCOCC1)c1ccc(N2CCCCC2)cc1,2%,6%,-4%,-3%,·,12%,·,·,·
O=C(CCC1CCCC1)N1CCc2c([nH]c3ccccc23)C1c1ccc(F)cc1 (stereo not given),-6%[60.1 µM],-11%,10%,2%,-2%,·,-11%,4%,-26
COc1cc(CC(NC(C)=O)C(=O)NC2CCN(C(=O)Nc3ccc(C)cc3)CC2)cc(OC)c1 (stereo not given),2%,-15%,-10%,-4%,1%,18%,-4%,1%,-11
Cc1cc(C)nc(SCCS(=O)Cc2ccc(Cl)cc2)n1 (stereo not given),-4%,6%,-1%,-11%,0%,-7%,0%,10%,-8
CCCN1CNC(=S)N(c2ccccc2OCC)C1,-12%,-9%,19%,3%,-23%,5%,2%,5%,·
Cc1sc(NC(=O)CSc2nnnn2C)c(C#N)c1C,7%,-22%,10%,i,2%,1%,-2%,-7%,-8
O=C(C1=C[C@@H](c2ccc(C(F)(F)F)cc2)C[C@@H](OCCCCO)O1)N1CCCCCCC1,-12%,-10%,-1%,-9%,·,·,·,·,·
COc1ccc(CC(=O)Nc2cccc(SC)c2)cc1OC,-4%,-24%,81%[activator],0%,2%,8%,-4%,-7%,-3
COc1ccc(C2Oc3ccccc3C3=C2C(c2cccs2)n2ncnc2N3)cc1 (stereo not given),-27%,-4%,-6%,0%,?,2%,-16%,-17%,-14
CN(C)C(=S)Nc1cccc(-c2n[nH]c(=S)o2)c1,-14%,-15%,38%[activator],-3%,3%,-5%,-2%,1%,-4
NS(=O)(=O)c1ccc(CCNC(=O)c2ccc[nH]c2=S)cc1,-2%,-3%,111%[activator],0%,17%,35%[activator],-2%,5%,-15
CCn1cc(S(=O)(=O)c2ccc(C)cc2C)c(=O)c2cc(F)c(N3CCCCC3)cc21,-12%,4%,-10%,i,2%,·,-3%,2%,-15
CCc1cc(=O)oc2c3c(cc(OCC(=O)NCc4ccccn4)c12)OC(C)(C)CC3,10%,-1%,20%,i,?,6%,4%,-6%,·
Cc1cc(C)cc(NC(=O)CSCn2nnc3c(=O)[nH]c(Cc4ccc(F)cc4)nc32)c1,79µM*,?,79µM*,-21%,40µM*,·,-10%,-9%,-1
Cc1cc(OCCCCCN2CCCC2)ccc1Cl,6%,5%,-12%,-6%,40%[activator],?,-1%,-18%,-1
COC(=O)c1c(C)oc(C)c1S(=O)(=O)NCc1cccs1,17%,-17%,36%[activator],-10%,17%,3%,-1%,-2%,4
O=C(NCCN1CCN(Cc2ccccc2)CC1)Nc1cc(Cl)cc(Cl)c1,-10%,-9%,3%,-2%,27%,-10%,-1%,-5%,-11
O=C(COC(=O)CCC(=O)c1ccc(F)cc1)NCc1ccco1,14%,-8%,-3%,-5%,?,-2%,-5%,-5%,-6
CN(Cc1ccccc1)S(=O)(=O)c1ccc(F)c(C(=O)Nc2ccccc2C(F)(F)F)c1,-8%[60.1 µM],-7%,15%,-3%,-23%,·,-4%,-20%,-5
O=C(NC1CCN(Cc2ccc3ccccc3c2)CC1)c1ccccc1,2%,-14%,-22%,-10%,-4%,13%,-3%,-8%,-9
C=CCNC(=O)NC(=O)COC(=O)CC(NC(N)=O)c1ccc(Cl)cc1 (stereo not given),-2%,-15%,7%,i,-4%,5%,1%,-10%,-8
CCCCNc1c(-c2ccc(SC3CCCCC3)c(OC)c2)nc2ccc(Cl)cn12,-1%,-12%,?,-10%,·,4%,·,·,·
